Bioassay records from PubChem BioAssay.
D2 antag = HTS Assay for Allosteric Antagonists of the Human D2 Dopamine Receptor: Primary Screen for Antagonists; D(2) dopamine receptor (Homo sapiens), P14416; hit rate 2% among 340,000; HEK293 TREx D2 cells, calcium flux, dopamine EC80; AID 485344, 2010; inhibition, % at 10 µM; in the data active = inhibition above about 30%; note: 0% is about no effect
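Read-out: kinetic calcium fluorescence (1 cycle/s) in inducible HEK293 T-REx D2 cells after an EC80 dopamine addition that followed 180 s compound preincubation. Loss of the dopamine response indicates antagonism.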
D1 agonist = Allosteric Agonists of the Human D1 Dopamine Receptor: qHTS | HEK293 T-REx D1 cells, calcium flux, agonist mode | activation, % at 2 µM | hit rate 1% among 360,000; note: 0% is about no effect
Target sequence (P21728 whole entry, looked up): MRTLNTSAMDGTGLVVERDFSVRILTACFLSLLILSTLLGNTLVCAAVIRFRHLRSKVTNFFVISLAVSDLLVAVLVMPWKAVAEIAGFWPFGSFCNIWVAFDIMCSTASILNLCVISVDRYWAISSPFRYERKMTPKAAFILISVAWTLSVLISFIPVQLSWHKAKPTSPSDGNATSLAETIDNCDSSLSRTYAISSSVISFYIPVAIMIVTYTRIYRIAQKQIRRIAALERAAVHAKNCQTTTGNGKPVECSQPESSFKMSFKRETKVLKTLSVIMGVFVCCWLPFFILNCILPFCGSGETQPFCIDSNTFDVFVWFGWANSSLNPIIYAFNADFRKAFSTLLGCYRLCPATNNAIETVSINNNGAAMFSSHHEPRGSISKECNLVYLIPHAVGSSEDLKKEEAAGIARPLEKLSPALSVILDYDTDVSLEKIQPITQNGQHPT
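Tetracycline-induced HEK293 TREx D1 cells, force-coupled to calcium signalling, were dye-loaded with a no-wash calcium kit. Compound was pin-added after a 10 s baseline. Fluorescence was read kinetically at 1 cycle/s for 180 s, with calcium rises flagged as agonism.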
D1 antag = Antagonist of Human D 1 Dopamine Receptor: qHTS; HEK293 TREx D1 cells, calcium flux, dopamine EC80; hits give low values; activity change, negative = inhibition, % at 10 µM; hit rate 3.2% among 360,000; AID 504652, 2011; in the data active = activity change below about -30%; note: % is set by controls: 0 for no effect and ±100 for the full control effect
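After overnight tetracycline induction at 30 C, force-coupled D1 HEK293 cells took up a no-wash calcium dye at room temperature. Compounds were added and monitored 180 s, and the response to EC80 dopamine was then recorded.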
TRHR ag = qHTS for Small Molecule Agonists and Allosteric Enhancers of Human TRH Receptor: Primary Screen for Agonists | Thyrotropin-releasing hormone receptor (Homo sapiens), P34981 | TRHR cells, calcium flux fluo-8, FDSS agonist mode | activation, % at 2 µM | hit rate 0.18% among 360,000 | AID 493084, 2011; note: 0% is about no effect
Target sequence (P34981 whole entry, looked up): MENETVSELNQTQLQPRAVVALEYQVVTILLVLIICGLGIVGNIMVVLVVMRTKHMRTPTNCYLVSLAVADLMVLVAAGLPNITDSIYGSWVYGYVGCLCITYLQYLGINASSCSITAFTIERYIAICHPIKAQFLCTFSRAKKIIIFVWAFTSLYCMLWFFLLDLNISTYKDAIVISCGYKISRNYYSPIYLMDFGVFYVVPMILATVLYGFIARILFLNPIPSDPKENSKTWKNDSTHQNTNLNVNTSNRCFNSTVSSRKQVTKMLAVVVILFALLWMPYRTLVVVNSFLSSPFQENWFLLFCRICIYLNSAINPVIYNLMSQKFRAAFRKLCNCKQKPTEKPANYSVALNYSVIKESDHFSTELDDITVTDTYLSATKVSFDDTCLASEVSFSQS
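TRHR-expressing cells loaded with fluo-8 calcium dye; 23 nL library compound pin-transferred, kinetic FDSS fluorescence (Ex 480/Em 530) recorded about 180 s for agonist-induced calcium release, before a 10 nM TRH EC20 addition for potentiator mode.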
D2 PAM = HTS Assay for Positive Allosteric Modulators of the Human D2 Dopamine Receptor: Primary Screen for Potentiators; D(2) dopamine receptor (Homo sapiens), P14416; HEK293 T-REx D2, calcium flux, EC20 dopamine potentiation; potentiation, % at 10 µM; hit rate 0.34% among 340,000;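 active = potentiation over 3 SD above the plate norm, cut at about 30% in these data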; note: 0% is about no effect
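Primary screen. Calcium kinetics in induced HEK293 T-REx D2 cells: compound pre-addition 180 s, EC20 dopamine, 180 s more.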
D2 ag = HTS Assay for Allosteric Agonists of the Human D2 Dopamine Receptor: Primary Screen for Agonists. activation, % at 2 µM. HEK293 T-REx D2 cells, calcium flux agonist mode. D(2) dopamine receptor (Homo sapiens), P14416. hit rate 0.53% among 340,000;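 active = activation over 3 SD above normal in the single-dose calcium agonist read, cut at about 30% in these data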; note: 0% is about no effect
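HEK293 Trex D2 cells, tetracycline-induced, o/n 30 C 5% CO2; no-wash Ca dye, RT 30–90 min; 10-cycle baseline, 23 nl cpd added, kinetic Ca read 180 s; agonist hits = positive Ca response.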
TRHR PAM = qHTS for Small Molecule Agonists and Allosteric Enhancers of Human TRH Receptor: Primary Screen for Enhancers | Thyrotropin-releasing hormone receptor (Homo sapiens), P34981 | TRHR cells, fluo-8 calcium fluorescence, EC20 TRH enhancement | enhancement, % at 2 µM | hit rate 0.66% among 360,000 | AID 493056, 2011; in the data active = enhancement above about 30%; note: 0% is about no effect
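Enhancer read-out: after compound pinning and an initial kinetic agonist-mode read, an EC20 of TRH (10 nM final) was injected and fluo-8 calcium signal (Ex 480/Em 530) followed at 1 s/cycle for 100 cycles in TRHR-expressing cells.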
D1 potentiator = Potentiators of Human D1 Dopamine Receptor: qHTS | hit rate 0.036% among 360,000 | potentiation, % at 10 µM | AID 504651, 2011 | D(1A) dopamine receptor (Homo sapiens), P21728 | HEK293 TREx D1 cells, calcium flux, dopamine EC20 potentiation; in the data active = potentiation above about 30%; note: 0% is about no effect
RXFP1 antag = qHTS Assay for Antagonists of the Relaxin Receptor RXFP1; Relaxin receptor 1 (Homo sapiens), Q9HBX9; HEK293-RXFP1, relaxin-stimulated cAMP HTRF, 30 min; hits give low values; activity change, negative = inhibition, % at 57.5 µM; hit rate 0.59% among 350,000; AID 1259400, 2018;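 active = activity change of -60% or lower, but not beyond a set lower limit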; note: % is set by controls: 0 for no effect and ±100 for the full control effect
* hit, by the source's call; / = no result given; & = joins results of further samples. Cut-off read from the data, not from the text of the source, unless noted: active = activation above about 30%; inactive = the rest.

Screens by letter: A = D2 antag; B = D1 agonist; C = D1 antag; D = TRHR ag; E = D2 PAM; F = D2 ag; G = TRHR PAM; H = D1 potentiator; I = RXFP1 antag
> COc1ccc(C)cc1-n1c(SCC(=O)NCc2ccco2)nc2c([nH]c3ccccc32)c1=O
  A = /; B = 0; C = 8; D = -0.4; E = 9; F = 0.2; G = 8; H = -3; I = -11

> Cc1cc(C)c2cc(C(=O)N(C)C3CCN(C)CC3)[nH]c2c1
  A = -2; B = 1; C = 0; D = -0.3; E = -6; F = -1.5; G = -5; H = -1; I = -15

> CCCn1c(SCC(=O)NCc2ccc(Cl)cc2)n[nH]c1=O
  A = 16; B = 8; C = 4; D = 0.1; E = -2; F = 10; G = -5; H = 4; I = -7

> Cc1cc(-c2cc(N)n(-c3ccccc3)n2)c(C)n1C1CCCC1
  A = -6; B = -1; C = -10; D = -0.2; E = 6; F = -0.4; G = -8; H = 5; I = -18

> CCSc1nc2sc3c(c2c(=O)n1CC)CC(C)(C)OC3
  A = 7; B = 3; C = -6; D = -0.2; E = -8; F = -0.4; G = -3; H = 1; I = -4

> Cn1c(=O)c2c(ncn2CC(=O)OCC(=O)Nc2ccccc2Cl)n(C)c1=O
  A = -12; B = 9; C = -4; D = -0.7; E = -3; F = -1.3; G = -8; H = -3; I = 1

> CCC(Oc1ccccc1F)C(=O)N1CCC(c2nc3ccccc3s2)CC1 (stereo not drawn)
  A = /; B = 36*; C = -18; D = -0.8; E = 12; F = -1.6; G = 5; H = -2; I = -31

> CCC(CC)C(=O)Nc1nnc(S(=O)(=O)N(C)c2cc(C)cc(C)c2)s1
  A = /; B = 9; C = -2; D = 1.4; E = -3; F = -0.6; G = 8; H = -3; I = -18

> CCOCC(=O)Nc1ccc2c(c1)OCCO2
  A = -2; B = 2; C = -10; D = 0.4; E = -16; F = 0.6; G = -6; H = -2; I = 1

> O=C(Nc1nccs1)C(=O)c1c[nH]c2ccccc12
  A = 11; B = -1; C = /; D = -0.3; E = 13; F = 0.4; G = 4; H = 2; I = -11

> COc1ccc(NS(=O)(=O)c2cccc3nsnc23)cc1OC
  A = 1; B = 10; C = -19; D = 0.0; E = 19; F = 0.7; G = 0; H = -8; I = 24

> CCOC(=O)N1CCC(NC(=O)CNS(=O)(=O)c2ccc(Br)s2)CC1
  A = -1; B = 3; C = -12; D = -0.2; E = 3; F = -1.6; G = 1; H = -8; I = 3

> Cc1ccc(NC(=O)C/C(N)=N/OC(=O)Nc2cccc(Cl)c2)cc1
  A = -2; B = 5; C = -7; D = 0.3; E = 11; F = -2.0; G = -2; H = -3; I = -6

> C=CCNC(=O)c1ccccc1Cl
  A = 40*; B = 3; C = -29; D = 1.8; E = -2; F = 0.5; G = -8; H = 2; I = 16

> COc1ccc(C(=O)NC(=S)Nc2ccc(CN3CCOCC3)cc2)cc1OC
  A = -7; B = 3; C = -1; D = 0.1; E = -1; F = 0.9; G = -10; H = 1; I = 6

Complete entries as entered above. Order of screens: D2 antag	D1 agonist	D1 antag	TRHR ag	D2 PAM	D2 ag	TRHR PAM	D1 potentiator	RXFP1 antag
Cc1cc(-c2cc(N)n(-c3ccccc3)n2)c(C)n1C1CCCC1 is listed as -6	-1	-10	-0.2	6	-0.4	-8	5	-18
Cc1ccc(NC(=O)C/C(N)=N/OC(=O)Nc2cccc(Cl)c2)cc1 is listed as -2	5	-7	0.3	11	-2.0	-2	-3	-6
Cn1c(=O)c2c(ncn2CC(=O)OCC(=O)Nc2ccccc2Cl)n(C)c1=O is listed as -12	9	-4	-0.7	-3	-1.3	-8	-3	1
COc1ccc(C)cc1-n1c(SCC(=O)NCc2ccco2)nc2c([nH]c3ccccc32)c1=O is listed as /	0	8	-0.4	9	0.2	8	-3	-11
COc1ccc(C(=O)NC(=S)Nc2ccc(CN3CCOCC3)cc2)cc1OC is listed as -7	3	-1	0.1	-1	0.9	-10	1	6

The list goes on.
Screens by letter: A = D2 antag; B = D1 agonist; C = D1 antag; D = TRHR ag; E = D2 PAM; F = D2 ag; G = TRHR PAM; H = D1 potentiator; I = RXFP1 antag
> Cc1ccc(CNC(=O)Cn2nnc(C(=O)Nc3ccc(Br)cc3)c2N)cc1
  A = -5; B = 4; C = -1; D = 1.0; E = 0; F = 1.7; G = 2; H = -1; I = -38

> Cc1ccc(CN(C(=O)COc2ccc(C(C)(C)C)cc2)C2CCS(=O)(=O)C2)o1 (stereo not drawn)
  A = /; B = 5; C = -3; D = 0.2; E = 2; F = 5.9; G = -1; H = 4; I = -2

> Cn1cnnc1SCC(=O)NC1CCCN(Cc2ccccc2F)C1 (stereo not drawn)
  A = 14; B = 2; C = 1; D = -0.4; E = 1; F = 0.3; G = 7; H = -1; I = 3

> CN(CC(=O)Nc1ccc(F)cc1)C(=O)COc1ccc([N+](=O)[O-])cc1Cl
  A = 15; B = 2; C = -10; D = 1.3; E = 0; F = 0.7; G = -5; H = 0; I = -13

> O=C(Nc1cccc(Cl)c1)OCc1cn(-c2ccc(Cl)cc2)nn1
  A = -32; B = 11; C = 0; D = 0.7; E = 4; F = 1.2; G = -1; H = -5; I = 7

> Cc1ccc(CC(=O)NCc2nc(-c3cccc(C)c3)no2)cc1
  A = /; B = 2; C = 9; D = -0.7; E = -7; F = -0.8; G = 10; H = 0; I = -2

> COc1ccc(C(=O)Oc2cc(/C=N/NC(N)=S)ccc2OC)cc1
  A = 8; B = 2; C = 1; D = 0.2; E = 22; F = -0.5; G = 2; H = -8; I = -20

> CC(=O)c1ccc(S(=O)(=O)N2CCCC2)cc1
  A = 4; B = 2; C = 4; D = 0.2; E = 6; F = 0.5; G = 0; H = -7; I = 28

> CCOC(=O)N1CCN(CC(O)c2ccc3c(c2)CCN3)CC1 (stereo not drawn)
  A = -4; B = 1; C = -3; D = 0.2; E = -5; F = 16; G = -4; H = 1; I = 14

> COC(=O)c1scc(S(=O)(=O)C(C)C)c1N/N=C(\C#N)C(=O)c1ccc(Cl)cc1
  A = 2; B = 10; C = -13; D = -1.3; E = 0; F = 1.9; G = 0; H = -1; I = 5

> C/C(=N/NC(=O)c1ccncc1)c1cc2ccc(O)cc2oc1=O
  A = -11; B = 41*; C = -7; D = 24; E = 11; F = 15; G = 5; H = -2; I = 8

> CN(C)c1ccnc2sc3c(=O)n(Cc4ccccc4)cnc3c12
  A = -14; B = 0; C = 2; D = -0.2; E = 8; F = -0.1; G = 3; H = 0; I = 9

> CSc1nncc(-c2ccc(F)cc2)n1
  A = -13; B = 2; C = 7; D = -0.5; E = 7; F = 0.4; G = -1; H = -3; I = -4

> O=C(C1CCN(S(=O)(=O)c2cccc3cccnc23)CC1)N1CCN(c2ccccn2)CC1
  A = -12; B = 0; C = -7; D = 1.0; E = 1; F = -0.1; G = 7; H = 1; I = 0

> N#Cc1nc(-c2ccc(OCc3ccc(Cl)cc3)cc2)oc1N1CCC(C(N)=O)CC1
  A = -13; B = 0; C = -22; D = 0.4; E = -3; F = 1.5; G = -2; H = -6; I = -2

> Cc1ccc(C2NC(=NCc3ccccc3)Nc3nc(C)cc(=O)n32)cc1 (stereo not drawn)
  A = -11; B = 1; C = -16; D = -0.3; E = 4; F = 0.0; G = 2; H = -6; I = -10

> CSCC[C@H](NC(=O)OC(C)(C)C)C(=O)N1CCC(C(=O)N[C@@H](C)C(=O)NCc2ccc(F)cc2)CC1
  A = 1; B = 1; C = 8; D = 0.8; E = 4; F = 0.3; G = -2; H = 0; I = /

> CCOc1ccccc1NC(=O)CCS(=O)(=O)c1ccc(OC)cc1
  A = 13; B = 0&1; C = 25&-1; D = -0.9&-0.4; E = -19&0; F = -0.6; G = 7&-10; H = 0&-8; I = -1&-12

> C=CCn1c(COc2ccccc2F)nnc1SCC(=O)Nc1cc2oc3ccccc3c2cc1OC
  A = -8; B = 3; C = 17; D = 0.0; E = -3; F = 0.0; G = 3; H = -3; I = -13

> O=C1OC(c2ccccc2)c2ccc3ccccc3c21 (stereo not drawn)
  A = -31; B = 6; C = -17; D = 0.1; E = 11; F = 0.2; G = -6; H = -8; I = -3

> CC(C)(C)c1ccc(OCC(O)CN2CCCC2)cc1 (stereo not drawn)
  A = -19; B = 15; C = 16; D = 1.6; E = 6; F = 1.1; G = 5; H = -8; I = -10

> CCn1c(SCC(=O)Nc2nonc2C)nnc1-c1ccco1
  A = 4; B = 2; C = -9; D = -0.9; E = -3; F = 0.2; G = -6; H = -3; I = 13

> O=C(CN1C(=O)COc2ccc(S(=O)(=O)N3CCCCC3)cc21)NCCc1ccc(Cl)cc1
  A = /; B = 2; C = 1; D = 0.0; E = -2; F = -0.6; G = -15; H = -2; I = 0

> COCCNc1ncnc2c1cnn2Cc1ccccc1Cl
  A = -3; B = 1; C = -11; D = -0.5; E = 5; F = -0.1; G = 1; H = -2; I = 9

> Clc1ccc(Oc2nc3c(Cl)cccc3s2)cc1Cl
  A = 2; B = 2; C = 3; D = 1.1; E = 5; F = 2.1; G = 10; H = 0; I = -29

> CC(=O)NNC(=O)CCn1c2c(c3ccccc31)CCCC2
  A = 2; B = 1; C = 8; D = 0.3; E = -3; F = -0.5; G = -7; H = 0; I = 16

> CCOc1cc(CNc2ccc(Br)cc2)cc(Br)c1OCC(=O)NC(C)(C)C
  A = -3; B = -1; C = /; D = 0.3; E = 3; F = -0.8; G = 8; H = 2; I = -6

> COc1cccc(OCc2nnc3n2N=C(c2ccccc2)C(CC(=O)O)S3)c1 (stereo not drawn)
  A = 24; B = 2; C = -6; D = 0.3; E = 3; F = 0.2; G = 11; H = 4; I = -5

> CCC(C)N(C(=O)COC(=O)c1cc([N+](=O)[O-])ccc1N)C1CCS(=O)(=O)C1 (stereo not drawn)
  A = -3; B = 4; C = -4; D = 1.1; E = -3; F = 0.3; G = 3; H = -4; I = -3

> Cc1cccc(CCNC(=O)C2CCC(CNS(=O)(=O)c3c(C)cc(C)cc3C)CC2)c1 (stereo not drawn)
  A = /; B = 9; C = -6; D = 0.1; E = 5; F = 1.8; G = 1; H = 1; I = -27

Another view of three compounds above.
mol | D2 antag | D1 agonist | D1 antag | TRHR ag | D2 PAM | D2 ag | TRHR PAM | D1 potentiator | RXFP1 antag
Clc1ccc(Oc2nc3c(Cl)cccc3s2)cc1Cl | 2 | 2 | 3 | 1.1 | 5 | 2.1 | 10 | 0 | -29
CC(C)(C)c1ccc(OCC(O)CN2CCCC2)cc1 (stereo not drawn) | -19 | 15 | 16 | 1.6 | 6 | 1.1 | 5 | -8 | -10
Cc1ccc(C2NC(=NCc3ccccc3)Nc3nc(C)cc(=O)n32)cc1 (stereo not drawn) | -11 | 1 | -16 | -0.3 | 4 | 0.0 | 2 | -6 | -10

Compounds were not picked by outcome, and some 7.3% of all compounds hit somewhere here.
